# FBPA Giardia inh: Giardia lamblia aldolase inhibition | purified Giardia FBPA | 290,000 tested, 0.71% active | Potency, µM (series often up to 59.6 µM), without a hit: top-dose activity, negative = inhibition, hits mostly inhibitors | A8B2U2; also: potency is read from the fitted curve at half-maximal effect; % is scaled to controls: 0 for no effect and ±100 for the full control effect; nearly all actives have a fitted effect of over 55% in size
# Target sequence (A8B2U2 whole entry, looked up): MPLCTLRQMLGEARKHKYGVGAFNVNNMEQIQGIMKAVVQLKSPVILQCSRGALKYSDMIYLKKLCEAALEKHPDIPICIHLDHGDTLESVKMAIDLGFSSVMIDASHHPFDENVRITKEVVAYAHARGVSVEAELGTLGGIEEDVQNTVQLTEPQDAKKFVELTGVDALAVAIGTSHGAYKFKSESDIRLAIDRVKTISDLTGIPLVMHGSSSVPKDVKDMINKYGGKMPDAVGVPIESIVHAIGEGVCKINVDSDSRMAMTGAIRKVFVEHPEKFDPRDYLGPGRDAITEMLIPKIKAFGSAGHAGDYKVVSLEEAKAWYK
#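 40 nM FBPA preincubated 10 min at RT with compound (up to 57.5 uM final), then substrate plus GAPDH/TPI/NAD/arsenate coupling and diaphorase/resazurin added. Fluorescence read after 20 min at RT, 525/598 nm.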
# Pf growth 96h: P. falciparum growth inhibition at 96 hours | Potency, µM (top dose mostly 28.7 µM), for the others: at the highest dose activity change, negative = inhibition, most hits filed as inhibitors | P. falciparum luciferase reporter growth, 96 h | AID 504834 | 320,000 tested, 6.9% active; also: potency is read from the fitted curve at half-maximal effect; % is scaled to controls: 0 for no effect and ±100 for the full control effect
#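 Compounds incubated with erythrocytes infected by luciferase-expressing P. falciparum (2% hematocrit, 0.05% parasitemia final) for 96 hours, 37 C in 5% CO2. Growth inhibition scored as decreased luciferase luminescence.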
# CHX counter: counter-screen for Shiga toxin inhibitors: cycloheximide protein synthesis inhibition; max response, %; AID 2314; 300,000 tested, 12% active; cell reporter, cycloheximide protein synthesis inhibition counterscreen; in the data active = max response mostly above about 13%, no sharp cut-off; inactive = mostly below about 14%; also: read at 38.3 µM for the half of the compounds with a filed dose; 0% is about no effect
# Sm TGR block: inhibitors of Schistosoma mansoni thioredoxin glutathione reductase | Q962Y6 | 360,000 tested, 3% active | purified TGR, DTNB reduction, TNB absorbance 405 nm | Potency, µM (top dose mostly 114 µM), without a hit: at the highest dose activity change, negative = inhibition, hits mostly inhibitors; also: potency is read from the fitted curve at half-maximal effect; % is scaled to controls: 0 for no effect and ±100 for the full control effect; nearly all actives have a fitted effect of over 60% in size
#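 First, TGR (20 nM dispensed) and NADPH were mixed with compound. Second, a 15 min room-temperature incubation followed. Third, further NADPH and then DTNB were added to start the reaction. Finally, TNB absorbance was monitored kinetically.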
# Shiga toxin inh: blocks Shiga toxin action in Vero cells; Vero cells, Shiga toxin protein synthesis inhibition reporter; inhibition, % at 38.7 µM; 290,000 tested, 9.2% active; AID 2315; in the data active = inhibition mostly above about 28%, no sharp cut-off; inactive = mostly below about 43%; also: 0% is about no effect
# Pf growth 48h: P. falciparum growth inhibition at 48 hours (one generation) | P. falciparum luciferase growth in erythrocytes, 48 h | Potency, µM (top dose mostly 28.7 µM), for the others: at the highest dose activity change, negative = inhibition, most hits filed as inhibitors | 310,000 tested, 5.9% active; also: potency is read from the fitted curve at half-maximal effect; % is scaled to controls: 0 for no effect and ±100 for the full control effect
#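 Erythrocytes infected with P. falciparum carrying an integrated firefly luciferase reporter (2% hematocrit, 0.1% parasitemia final) were exposed to compounds in RPMI 1640 with 0.5% Albumax at 37 C, 5% CO2. Growth inhibition was scored as reduced luminescence.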
# Starred values were filed as active, the others as inactive; u = inconclusive; x = no result given; [ ] = another dose, or the depositor's remark. Unless noted, calls follow the shape of the dose curve; as a rule, active = well fitted curve in the direction sought with a large enough effect; inconclusive = small, poorly fitted or top-dose-only effect, or another doubt; inactive = no such curve, though single readings can be large; an effect the other way counts as inactive or inconclusive.
smiles | Shiga toxin inh | Pf growth 96h | Sm TGR block | FBPA Giardia inh | CHX counter | Pf growth 48h
FC(F)(F)c1cc(-c2cccs2)n[nH]1 | -13.7 | x | -2.9% | 0.8% | -3.6 | 6.2%
COC(CNC(=O)c1cc(-c2ccncc2)nc2ccc(S(=O)(=O)N3CCOCC3)cc12)OC | -2.7 | -15.5% | -9.3% | 3.8% | 3.2 | 8.1%
O=C(CN1CCN(C(=O)CNC(=O)c2ccc3c(c2)OCO3)CC1)Nc1ccc(F)cc1 | x | u | 8.0% | x | x | -17.8%
COc1ccc(CCNC(=O)CN(C2CCCCC2)S(C)(=O)=O)cc1OC | -4.3 | u | -3.3% | -4.7% | -0.4 | -0.9%
c1ccc(CSc2nnc(-c3ccccn3)n2-c2ccccc2)cc1 | -7.1 | x | 5.8% | 2.5% | 0.8 | 0.0%
Cc1cccc(OCC(=O)N/N=C\c2cccn2C)c1C | 8.7 | u | -2.0% | -15.3% | 8.9 | 47.5%[activator]
CCOCc1nnc(NC(=O)C2CC(=O)N(C3CCCC3)C2)s1 (configuration not stated) | -9.9 | u | -13.0% | 2.0% | -5.5 | 0.8%
CCOc1cc(NC(=O)c2ccco2)c(OCC)cc1NC(=O)CCc1ccccc1OC | -1.3 | u | -3.1% | -23.3% | -1.6 | u
Nc1cccnc1Sc1cc(Cl)cc(Cl)c1 | -39.3 | x | -0.4% | -0.9% | 5.3 | 0.2%
CCOC(=O)N1CCC(=NNC(=O)NC2CCCCC2)CC1 | 46.2 | 24.9% | -3.9% | -0.6% | 12.5 | -24.7%
O=C(Cc1ccccc1)N1CCC(C(=O)N2CCN(c3ccc(F)cc3)CC2)CC1 | -10.7 | u | -5.4% | 3.9% | 1.2 | x
Cc1cc(C)cc(NC(=O)N2CCN(C/C=C/c3ccccc3)CC2)c1 | 28.0 | 2.94µM* | -7.3% | 1.4% | -2.9 | -7.9%
S=C(N/N=C/c1cccc2ccccc12)Nc1cccc(Cl)c1 | 15.5 | 2.94µM* | -9.2% | 0.0% | 16.8 | u
COc1cc(C(=O)NNC(=O)COc2ccc(C)cc2)ccc1OCC(=O)N1CCOCC1 | x | -21.2% | 0.1% | x | x | -12.6%
CCNc1nc(Cl)nc(NCc2ccccc2)n1 | -5.4 | u | 9.1% | 4.0% | -4.6 | -6.8%
Cc1cc(CNC(=O)COc2ccc([N+](=O)[O-])cc2)c2ccccc2n1 | -8.7 | u | 2.2% | -9.6% | 2.0 | -32.6%
Cc1ccc(NC(=S)N=Nc2c(O)n(C)c3ccc(S(=O)(=O)N4CCOCC4)cc23)cc1C | -20.3 | -27.3% | 1.0% | -3.4% | -4.4 | 3.29µM*
COc1ccc(C(=O)Nn2c(CC(C)C)nc3cc(Cl)ccc3c2=O)c(OC)c1 | -6.2 | u | -16.9% | 6.9% | -0.8 | -7.5%
Cc1cc(NC(=O)CN2CCCC(C)C2)no1 (configuration not stated) | 48.9* | 19.0% | 4.0% | -1.9% | 12.8* | 70.3%[activator]
COc1ccc(CCN2CCCC(CN(C)C(=O)c3ccoc3C)C2)cc1 (configuration not stated) | 40.3* | u | 0.1% | x | 32.4* | -7.2%
CCOC(=O)CNC(=O)N1c2ccccc2Sc2ccccc21 | 6.9 | 17.9% | 13.9% | -4.3% | -2.5 | 1.4%
CCOC(=O)c1sc2nc(C)c3c(c2c1N)CC(C)(C)OC3 | 3.6 | u | -6.7% | 3.0% | -4.4 | x
Cc1ccc(C(=O)Nc2nnc(-c3ccco3)o2)cc1C | 57.4* | u | -6.6% | u | 21.6* | 19.9%
COP(=S)(OC)Oc1ccc(SC)c(C)c1 | x | -17.3% | x | -0.9% | x | -3.6%
CCCC(=O)NC(=S)Nc1ccccc1C(=O)OC | -15.0 | 40.0%[activator] | -32.1% | 1.5% | -3.2 | 10.2%
Cc1cc(C)cc(C(=O)NCC(=O)OCC(=O)NCC(F)(F)F)c1 | -5.8 | 28.7% | 3.0% | 1.8% | 1.2 | 21.6%
Cc1c(/C=N/NC(=O)COc2ccccc2[N+](=O)[O-])c2ccccc2n1C | -1.8 | -26.7% | 0.4% | -2.1% | -0.9 | -3.8%
COc1ccccc1CCNC(=O)C1CCCO1 (configuration not stated) | 5.3 | 1.5% | -1.6% | 1.4% | -4.3 | -8.5%
CN(C)c1nccc(N(Cc2ccccc2)Cc2ccccc2)c1C#N | 94.4* | 74.7%[activator] | -25.1% | -14.9% | 35.9* | u
Cc1ccc(S(=O)(=O)CCC(=O)Oc2ccc3c(C)cc(=O)oc3c2)cc1 | x | 0.9% | 22.4µM* | x | x | u

# Given with values under each structure: part of the list above
# Under each structure: Shiga toxin inh, Pf growth 96h, Sm TGR block, FBPA Giardia inh, CHX counter, Pf growth 48h
Cc1ccc(NC(=S)N=Nc2c(O)n(C)c3ccc(S(=O)(=O)N4CCOCC4)cc23)cc1C
→ -20.3, -27.3%, 1.0%, -3.4%, -4.4, 3.29µM*
COc1ccc(C(=O)Nn2c(CC(C)C)nc3cc(Cl)ccc3c2=O)c(OC)c1
→ -6.2, u, -16.9%, 6.9%, -0.8, -7.5%
Cc1cc(NC(=O)CN2CCCC(C)C2)no1 (configuration not stated)
→ 48.9*, 19.0%, 4.0%, -1.9%, 12.8*, 70.3%[activator]
COc1ccc(CCN2CCCC(CN(C)C(=O)c3ccoc3C)C2)cc1 (configuration not stated)
→ 40.3*, u, 0.1%, x, 32.4*, -7.2%
CCOC(=O)CNC(=O)N1c2ccccc2Sc2ccccc21
→ 6.9, 17.9%, 13.9%, -4.3%, -2.5, 1.4%
CCOC(=O)c1sc2nc(C)c3c(c2c1N)CC(C)(C)OC3
→ 3.6, u, -6.7%, 3.0%, -4.4, x

# (further entries)
smiles | Shiga toxin inh | Pf growth 96h | Sm TGR block | FBPA Giardia inh | CHX counter | Pf growth 48h
Cc1ccccc1NC(=O)c1ccccc1O | 20.3 | 0.5% | 0.1% | -1.6% | 24.4* | u
CCN(CC(=O)Nc1ccccc1C(F)(F)F)C(=O)C1=COCCO1 | x | 7.6% | -6.3% | x | x | u
CCCSc1nc(C)c(C(C)=O)cc1C#N | -11.4 | x | 1.8% | 0.4% | -5.3 | -8.9%
O=C(Nc1ccc[n+](CC(=O)c2cccc3ccccc23)c1)c1ccccc1 | 3.7 | u | -11.8% | -5.0% | -0.6 | u
C=CCn1c(SCC(=O)NCC(=O)OCC)nnc1-c1ccccn1 | -6.4 | -18.2% | -24.0% | -5.1% | -5.5 | u
NC(=O)C1CCN(C(=O)CSc2nc3c(c(-c4ccccc4)n2)CCCC3)CC1 | -10.5 | u | -2.2% | -2.0% | -1.5 | 1.4%
O=C(c1noc2c1CCCC2)N1CCC(CO)(Cc2ccccc2Cl)CC1 | -17.6 | 25.3% | -7.3% | 0.3% | -2.3 | u
CN(C)CCNC(=O)/C(=C/c1ccc(-c2cccc([N+](=O)[O-])c2)o1)NC(=O)c1ccccc1 | 0.6 | u | 3.6% | -5.2% | -2.5 | 13.1µM*
CCCCC(=O)Nc1nc(C)c(-c2csc(Nc3cc(OC)ccc3OC)n2)s1 | 4.7 | u | -8.8% | -4.5% | -1.4 | 1.04µM*
CCn1c2ccccc2c2cc(NC(=O)Cc3ccc(S(=O)(=O)N4CCOCC4)s3)ccc21 | -15.6 | x | -1.4% | -5.2% | -5.1 | u
Cc1ccc(OCC(=O)Nc2ccccc2C(=O)NC2CC2)cc1 | x | -22.2% | -0.4% | x | x | u
Cn1c(N)c(C(=O)COC(=O)CCc2c[nH]c3ccccc23)c(=O)n(C)c1=O | -12.8 | -23.0% | 10.1% | -2.0% | -5.7 | x
CC1CN(S(=O)(=O)c2ccc(C(=O)Nc3ccc(S(=O)(=O)Nc4ncccn4)cc3)cc2)CC(C)O1 (configuration not stated) | 18.6 | 27.8% | 0.9% | 7.7% | -3.6 | 26.6%
CCN(CC1CCCO1)C(=O)c1cc(COc2ccc(F)cc2F)on1 (configuration not stated) | 17.0 | 141.1%[activator] | -0.1% | 0.9% | 6.7 | 50.6%[activator]
CCCCSc1ncc(C(=O)OCC)c(N)n1 | 67.8* | u | 6.6% | -0.8% | 46.2* | x
Cc1cccc(N2CCN(CC(O)COCc3cccs3)CC2)c1C (configuration not stated) | 5.0 | u | 6.8% | 1.1% | -3.7 | -0.9%
O=C(C1CCN(S(=O)(=O)c2ccc(F)cc2)CC1)N1CC=C(c2ccccc2)CC1 | -2.7 | -5.1% | u | u | -1.6 | 10.4µM*
CCCNC(=O)/C(C#N)=C1\N=C(NC(=O)c2cccs2)c2ccccc21 | -6.1 | u | -0.1% | 1.7% | -5.7 | -3.3%
Cc1ccc(NC(=O)CN2CCN(C(=O)c3ccco3)CC2)cc1 | -4.1 | -9.0% | 3.4% | 6.7% | -3.9 | 8.2%
CCOC(=O)C1CCN(/C=C2/C(=O)NC(=O)N(c3cccc(C)c3C)C2=O)CC1 | -2.6 | -2.2% | 8.91µM* | 1.4% | -1.1 | 8.0%
Cc1onc(-c2ccccc2)c1C(=O)Nc1ccccc1N1CCOCC1 | 13.2 | x | 0.4% | -13.0% | 2.6 | u
CCOc1ccc(NC(=O)COc2ccccc2)c([N+](=O)[O-])c1 | 81.7* | -28.4% | 16.4% | 1.4% | 28.3* | 130.0%[activator]
Cc1ccc(NC(=S)/C(=C(\[O-])c2ccc(C)c([N+](=O)[O-])c2)[n+]2ccccc2)cc1C | 149.2* | -93.4% | -4.9% | 14.3% | 70.5* | u
CNC(=S)NNC(=O)c1sccc1OCc1ccc(Cl)cc1Cl | -0.7 | 55.3%[activator] | 0.9% | 5.5% | -1.7 | 0.0%
CC(=O)NC(Cc1ccc(F)cc1)C(=O)NC1CCN(S(=O)(=O)c2ccccc2)CC1 (configuration not stated) | 32.3 | -1.3% | 8.3% | x | 15.8 | 6.9%
COc1cc(OC)c(NC(=O)Nc2cc(C)on2)cc1Cl | -5.4 | x | x | 0.6% | 14.8 | x
CN1CCC[C@@H](CC2c3ccccc3Sc3ccccc32)C1 | x | u | x | -5.1%[21.7 µM] | x | u
COc1ccc(NC(=O)CNC(c2ccccc2)c2ccccc2)cc1Cl | -4.5 | 0.0% | 0.9% | -4.5% | -4.3 | 0.0%
Cc1cccc(N(C(=O)c2csnn2)C(C(=O)NC2CCCC2)c2ccncc2)c1 (configuration not stated) | 17.2 | 29.7% | -12.7% | -13.3% | -4.9 | -9.6%
COc1ccc(/C=C2\N=C(C)OC2=O)cc1[N+](=O)[O-] | -3.0 | u | 10µM* | 0.6% | 1.1 | 18.4%

smiles | Shiga toxin inh | Pf growth 96h | Sm TGR block | FBPA Giardia inh | CHX counter | Pf growth 48h
COC(=O)CNC(=O)C1CC(=O)N(CCc2ccc(F)cc2)C1 (configuration not stated) | -3.8 | 0.0% | 1.4% | 16.4% | -3.2 | 135.3%[activator]
C/C(=N\Nc1nc(N2CCCCC2)nc(N2CCOCC2)n1)c1ccccc1O | 23.6 | -1.8% | 0.0% | -6.6% | -1.7 | 11.7µM*
O=C(Cc1ccccc1)c1ccccc1C(=O)N1CCCCC1 | 21.6 | 8.3% | 0.0% | 2.5% | 2.2 | x
COc1ccc(S(=O)(=O)NNC(=S)NCCc2ccccc2)c(OC)c1 | -6.5 | u | 5.62µM* | x | -2.3 | 20.2%
COc1ccc(N2CCN(C(=O)Nc3ccc(S(=O)(=O)N(C)C)cc3)CC2)cc1 | -1.2 | -3.9% | 3.2% | 0.4% | -3.1 | u
COc1cccc(NC(=O)Cn2cc(C(=O)C3CC3)c3ccccc32)c1 | x | 0.7% | -0.5% | x | x | u
COc1ccc(OC)c(/C=N/NC(=O)c2ccc(=O)[nH]n2)c1 | -3.9 | u | 5.9% | 2.5% | -1.8 | 10.8%
CC(=O)c1cccc(CN2CCN(CCC(C)C)C(CCO)C2)c1 (configuration not stated) | 5.7 | 4.8% | -3.7% | 0.6% | -2.3 | -10.5%
